From PubChem
HTT cytoprotect = protects HTT-Q103 PC12 cells, measured by ATP | 0.14% of 230,000 active | Potency, µM (titrated, usually from 56.4 µM), without a hit: cytoprotection (ATP increase), usual class: activators | AID 1471 | PC12 HTT-Q103 induced, cytoprotection, ATP luminescence, 40 h;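 note: % of control where 0% means no effect; nearly all actives have a fitted effect of over 45% in size; toxic huntingtin expression switched on by the ecdysone agonist tebufenozide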
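Stable PC12 Q103-GFP cells in serum-supplemented, phenol red-free DMEM; induction by tebufenozide at 100 nM final; compound dose series; cell viability quantified luminescently from ATP.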
aGlu spleen mod = inhibits or activates alpha-glucosidase in human spleen homogenate. 0.006% of 240,000 active. P10253. human spleen homogenate, 4-MU-alpha-glucoside fluorescence. Potency, µM (series often up to 79.9 µM), for the others: at the top dose activity change, negative = inhibition, usual class: inhibitors;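 note: 0% = enzyme with vehicle and -100% = no enzyme basal signal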
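Compounds were titrated against alpha-glucosidase in spleen homogenate at pH 5.0, with 1 mM 4-methylumbelliferyl substrate for 40 min at 37 C. Reactions were quenched with pH 10 NaOH/glycine and fluorescence measured.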
GoLoco inh red = inhibitors of human Gai1-RGS12 GoLoco interaction (red fluorophore); Gai1:RGS12 GoLoco peptide FP, rhodamine, 10 min; Potency, µM (highest dose often 61.6 µM), for inactives: at the highest dose activity, negative = inhibition, most hits filed as inhibitors; 0.44% of 230,000 active; AID 880; active = well fitted inhibition curve with a large enough effect, not every such curve was filed as active; inactive = no such curve, though single readings can be large or run the other way; note: % is set by controls: 0 for no effect and ±100 for the full control effect; nearly all actives have a fitted effect of over 30% in size; many of its hits are not listed in these tables
Target sequence (P63096 whole entry, looked up): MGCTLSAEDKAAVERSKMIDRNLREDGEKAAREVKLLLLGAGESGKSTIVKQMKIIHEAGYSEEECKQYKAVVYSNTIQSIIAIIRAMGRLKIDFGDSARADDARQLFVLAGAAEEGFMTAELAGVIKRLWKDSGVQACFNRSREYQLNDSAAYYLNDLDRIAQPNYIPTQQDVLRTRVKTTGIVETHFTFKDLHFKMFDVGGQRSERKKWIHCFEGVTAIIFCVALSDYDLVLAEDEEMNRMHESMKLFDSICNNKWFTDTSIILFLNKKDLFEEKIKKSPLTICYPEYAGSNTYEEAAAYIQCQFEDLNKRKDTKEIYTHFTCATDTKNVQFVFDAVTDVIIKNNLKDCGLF
GAA inhib = inhibitors of human lysosomal alpha-glucosidase | Potency, µM (series often up to 76.9 µM), inactives show at the highest dose activity change, negative = inhibition, actives largely listed as inhibitors | P10253 | AID 1466 | 0.005% of 200,000 active | purified human GAA, 4-MU-alpha-glucoside fluorescence;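 note: plate controls were uninhibited enzyme wells for no effect and no-enzyme background for full effect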
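Endpoint fluorogenic read: 20 min room-temperature reaction of 4 nM human alpha-glucosidase with 400 uM 4-methylumbelliferyl-alpha-D-pyranoside, pH 5.0, quenched with 1M NaOH/1M glycine pH 10. AC50 from Hill modeling.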
GAA glycogen mod = GAA glycogen-cleavage inhibition or activation. 0.38% of 300,000 active. AID 2100. P10253. recombinant GAA, glycogen substrate, Amplex Red glucose oxidase fluorescence. Potency, µM (top dose mostly 76.4 µM), inactives show at the highest dose activity change, negative = inhibition, usual class: inhibitors;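 note: 0% = full enzyme reaction and -100% = no-enzyme basal signal; the screen sought inhibitors and activators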
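Recombinant human enzyme (4 nM); glycogen substrate; 37 C, 40 min, pH 5.0. Readout: coupled glucose oxidase/Amplex Red fluorescence.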
HTT aggregate = inhibitors of mutant huntingtin aggregate formation in PC12 cells; PC12 HttQ103-GFP aggregates, Acumen cytometry, 40 h; Potency, µM (doses to about 46.1 µM), inactives show at the top dose activity change, negative = inhibition, most hits filed as inhibitors; 1.1% of 220,000 active; AID 1688; note: % is set by controls: 0 for no effect and ±100 for the full control effect; nearly all actives have a fitted effect of over 60% in size
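Quantitative HTS on tebufenozide-induced (100 nM) PC12 cells stably expressing polyQ103 Huntingtin exon 1–GFP. Reduction of bright GFP aggregates, detected by laser scanning cytometry after lysis, identified actives across the titration.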
IMPase Li inh = cell-permeable IMPase inhibitors with lithium potentiation; 0.35% of 210,000 active; CHO-M1 cells, IP1 TR-FRET (IP-One), carbachol + lithium; AID 1457; Potency, µM (doses to about 59.4 µM), for the others: at the highest dose activity, negative = IMPase inhibition, hits mostly inhibitors;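 note: IP1 builds up when IMPase is blocked and the TR-FRET signal falls; plate controls were basal vehicle for no effect and high inhibitor control for full effect; nearly all actives have a fitted effect of over 50% in size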
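CHO-M1, 2000 cells/well, 16–30 h culture; cpd + low Li+, 30 min 37C; lysis with d2-IP1/Eu-anti-IP1 Ab, 10 min RT; TR-FRET 665/620 ratio and 620 channel; AC50 via Hill.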
* hit, by the source's call; ? = inconclusive; / = not tested or not shown; [ ] = remark or other dose. Unless noted, calls come from the whole dose curve; as a rule, active = well fitted curve in the direction sought with a large enough effect; inconclusive = small, poorly fitted or top-dose-only effect, or another doubt; inactive = no such curve, though single readings can be large; an effect the other way counts as inactive or inconclusive. Potency is the fitted concentration of half-maximal effect.

1) Clc1ccc2nc(CSc3nnc4ccccn34)cn2c1
2) COC(=O)C1=C(C)N(CCCC(=O)O)C(=O)NC1c1cc2c(cc1[N+](=O)[O-])OCO2 (centres undefined)
3) O=C(Nc1ccccc1)c1n[nH]c(Cn2cncn2)n1
4) Cc1nn(C)c(NC(=O)c2ccc([N+](=O)[O-])cc2)c1Cl
5) Cc1ccc2nc(-c3ccccn3)cc(C(=O)NC3CCN(C)CC3)c2c1
6) O=C(CN(Cc1ccccc1)C(=O)c1cccc([N+](=O)[O-])c1)Nc1c(Cl)cc(Cl)cc1Cl
entry no.	1	2	3	4	5	6
HTT cytoprotect	-14%	/	-1%	20%[10 µM]	-15%	-4%[10 µM]
aGlu spleen mod	0%	-1%	-26%	2%	-3%	0%
GoLoco inh red	4%	-36%	1%	2%	12%	6%
GAA inhib	-6%	-12%	-1%	/	1%	-18%
GAA glycogen mod	2%	-11%	7%	3%	0%	-9%
HTT aggregate	0%	-11%	1%	15%[9.22 µM]	-10%	?
IMPase Li inh	-10%[38.3 µM]	11%	-6%[38.3 µM]	/	-9%[38.3 µM]	8%

7) CCOC(=O)c1cc2occc2n1CC(=O)Nc1ccc(OC)cc1OC
8) CCC1(C)CC(c2nc(-c3ccc(OC)cc3)cs2)CCS1 (centres undefined)
9) Cc1ccc(S(=O)(=O)N2CCN(S(=O)(=O)N3CCOCC3)CC2)c(C)c1
10) Cc1c(C(=O)N2CCCC2)nnn1-c1nonc1N
11) O=C1OCCC1Sc1nc(-c2ccccc2)cs1 (centres undefined)
12) CCOC(=O)C(C)c1c(C)[nH]c(=S)[nH]c1=O (centres undefined)
entry no.	7	8	9	10	11	12
HTT cytoprotect	-6%	-7%[10 µM]	9%	-12%[10 µM]	5%[0.074 µM]	17%
aGlu spleen mod	-8%	-17%	1%	6%	4%	-8%
GoLoco inh red	12%	-5%	2%	5%	6%	-3%
GAA inhib	3%	-3%	-13%	?	-13%	-1%
GAA glycogen mod	1%	-6%	-9%	4%	8%	4%
HTT aggregate	6%	-7%	-12%	7%	-3%	7%
IMPase Li inh	-1%[38.3 µM]	5%	20%[38.3 µM]	-6%	0%	21%[38.3 µM]

13) CCn1c(O)c(/C=N/n2cnnc2)sc1=S
14) CCN1CCN(CC(O)COc2ccc3c(c2)CCC3)CC1 (centres undefined)
15) CC1CN(C(NC(=O)c2ccccc2)C(Cl)(Cl)Cl)CC(C)O1 (centres undefined)
16) COCCN(CCOC)S(=O)(=O)c1ccc(OC)cc1
17) Cc1ncc([N+](=O)[O-])n1Cc1ccccc1F
18) c1ccc(OCc2nn3c(-c4cccnc4)nnc3s2)cc1
entry no.	13	14	15	16	17	18
HTT cytoprotect	-13%[0.074 µM]	33%[0.074 µM]	-32%	-11%	4%[10 µM]	-20%
aGlu spleen mod	-12%	2%	-2%	2%	-2%	4%
GoLoco inh red	44%[activator]	8%	-5%	5%	10%	1%
GAA inhib	-7%	-3%	-1%	-6%	-17%	2%
GAA glycogen mod	-27%	12%	2%	8%	18%	23%
HTT aggregate	-10%	-6%	-11%	-21%	-5%[9.22 µM]	4%
IMPase Li inh	13%[38.3 µM]	1%	-3%	26%[38.3 µM]	-2%	-9%[38.3 µM]

Entries of single compounds as entered above. Values in the order: HTT cytoprotect, aGlu spleen mod, GoLoco inh red, GAA inhib, GAA glycogen mod, HTT aggregate, IMPase Li inh
Results for Cc1ccc2nc(-c3ccccn3)cc(C(=O)NC3CCN(C)CC3)c2c1 : -15%, -3%, 12%, 1%, 0%, -10%, -9%[38.3 µM]
Results for Cc1c(C(=O)N2CCCC2)nnn1-c1nonc1N : -12%[10 µM], 6%, 5%, ?, 4%, 7%, -6%
Results for CC1CN(C(NC(=O)c2ccccc2)C(Cl)(Cl)Cl)CC(C)O1 (centres undefined) : -32%, -2%, -5%, -1%, 2%, -11%, -3%
Results for COCCN(CCOC)S(=O)(=O)c1ccc(OC)cc1 : -11%, 2%, 5%, -6%, 8%, -21%, 26%[38.3 µM]

Later entries.
19) COc1ccc(OC(=O)CN2C(=O)C3C4CCC(C4)C3C2=O)cc1 (centres undefined)
20) CC(C)C[C@@H](CC(=O)N[C@@H](CCCN)CC(=O)N[C@@H]1CCCC[C@H]1C(=O)N[C@H](CC(=O)N[C@@H](CCC(=O)O)CC(=O)O)Cc1ccccc1)NC(=O)[C@@H]1CCCC[C@H]1N
21) CCCCC[n+]1ccn(-c2nc3ccccc3nc2[N-]S(=O)(=O)c2ccccc2)c1
22) Cn1c(SCC2CCCO2)nnc1-c1ccc([N+](=O)[O-])cc1 (centres undefined)
23) C=C(C)c1cccc(C(C)(C)NC(=O)N2CCCC(C)C2)c1 (centres undefined)
24) CCC1(C)N(O)C(C)(C)C(c2ccc(OC)cc2)=[N+]1[O-] (centres undefined)
entry no.	19	20	21	22	23	24
HTT cytoprotect	-5%[10 µM]	13%[1.9 µM]	26%[10 µM]	/	9%[10 µM]	-8%
aGlu spleen mod	-3%	0%	6%	-5%	3%	-11%
GoLoco inh red	-6%	2%	-5%	3%	1%	-1%
GAA inhib	-2%	/	/	-13%	2%	-2%
GAA glycogen mod	-14%	/	3%	-11%	2%	?
HTT aggregate	-11%	/	20%[9.22 µM]	/	16%	8%
IMPase Li inh	1%	-3%	/	7%	21%	-6%[38.3 µM]

Looked up one by one from the list above (three):
20) CC(C)C[C@@H](CC(=O)N[C@@H](CCCN)CC(=O)N[C@@H]1CCCC[C@H]1C(=O)N[C@H](CC(=O)N[C@@H](CCC(=O)O)CC(=O)O)Cc1ccccc1)NC(=O)[C@@H]1CCCC[C@H]1N
22) Cn1c(SCC2CCCO2)nnc1-c1ccc([N+](=O)[O-])cc1 (centres undefined)
23) C=C(C)c1cccc(C(C)(C)NC(=O)N2CCCC(C)C2)c1 (centres undefined)
entry no.	20	22	23
HTT cytoprotect	13%[1.9 µM]	/	9%[10 µM]
aGlu spleen mod	0%	-5%	3%
GoLoco inh red	2%	3%	1%
GAA inhib	/	-13%	2%
GAA glycogen mod	/	-11%	2%
HTT aggregate	/	/	16%
IMPase Li inh	-3%	7%	21%

Next compounds follow:
25) COC(=O)c1sc(NC(=O)c2c(OC)cccc2OC)c(C#N)c1C
26) c1ccc(COc2cccc(CNn3cnnc3)c2)cc1
27) CC(=O)Nc1ccc(Nc2ccc(S(=O)(=O)C(F)(F)F)cc2[N+](=O)[O-])cc1
28) COc1cc(OC)cc(-c2nc3ccccc3s2)c1
29) COc1ccc(C2c3ccc4ccccc4c3Oc3ncn(Cc4ccco4)c(=N)c32)cc1OC (centres undefined)
30) Cc1ccccc1CN1C(=O)C2(OCCCO2)c2ccccc21
entry no.	25	26	27	28	29	30
HTT cytoprotect	-5%[10 µM]	-13%	-6%[10 µM]	-32%	31%[1.9 µM]	-29%
aGlu spleen mod	1%	4%	0%	0%	7%	-6%
GoLoco inh red	-2%	6%	/	-3%	5%	2%
GAA inhib	-8%	-12%	-1%	0%	2%	-6%
GAA glycogen mod	14%	-4%	-8%	3%	-7%	-10%
HTT aggregate	1%[9.22 µM]	7%	5%	0%	29%	?
IMPase Li inh	11µM*	21%[38.3 µM]	/	16%[38.3 µM]	11%	11%[38.3 µM]

31) N#Cc1ccc(CN2CCC3(CC2)CCN(C(=O)c2csnn2)CC3)cc1
32) C=C(C(=O)O)[C@@H]1CC[C@@]2(C)CCC[C@](C)(O)[C@@H]2C1
33) CC(=O)NC(=S)Nc1ccccc1N1CCN(C(=O)c2ccccc2)CC1
34) CNC(=O)N/N=C(\N)c1ccccn1
35) CCCn1c(C)cc(=O)c2cc(NC(=O)c3ccccn3)ccc21
36) O=C(NNC(=S)NC(=O)c1cccnc1)c1ccc(F)cc1
entry no.	31	32	33	34	35	36
HTT cytoprotect	?	-21%	-34%[inhibitor]	-18%[10 µM]	-26%	36%[10 µM]
aGlu spleen mod	7%	8%	1%	8%	-2%	-3%
GoLoco inh red	3%	1%	12%	5%	48%[activator]	2%
GAA inhib	/	/	-2%	-10%	-6%	/
GAA glycogen mod	/	/	-2%	-26%	-5%	?
HTT aggregate	/	/	5%	-14%[9.22 µM]	-19%	31%[9.22 µM]
IMPase Li inh	21%	5%	2%	/	15%[38.3 µM]	/

37) Cc1ccc(OC(=O)c2ccc(C)c(C)c2)cn1
38) CCn1c2ccccc2c2cc(NC(=O)c3ccc([N+](=O)[O-])cc3)ccc21
39) COc1cc(OC)nc(NC(C)=O)n1
40) CCC(=O)N1CCc2cc(S(=O)(=O)CCC(=O)NCc3ccco3)ccc21
41) CC1=C(C#N)CCC(=O)N1Cc1c(C)cc(C)cc1C
42) Cc1ccc(Cn2cccc(NC(=O)CCC3CCCC3)c2=O)cc1
entry no.	37	38	39	40	41	42
HTT cytoprotect	-10%	9%[10 µM]	-2%	-17%	20%	-9%[10 µM]
aGlu spleen mod	-5%	-1%	-1%	1%	4%	-2%
GoLoco inh red	9%	10%	1%	-5%	-1%	6%
GAA inhib	0%	-6%	-3%	1%	-1%	/
GAA glycogen mod	2%	8%	7%	6%	-5%	-8%
HTT aggregate	-4%	-1%	7%	-12%	1%	-34%[9.22 µM]
IMPase Li inh	0%[38.3 µM]	24%[38.3 µM]	1%[38.3 µM]	-3%	-5%[38.3 µM]	/

Three compounds already listed, arranged by molecular weight, highest first:
38) CCn1c2ccccc2c2cc(NC(=O)c3ccc([N+](=O)[O-])cc3)ccc21
41) CC1=C(C#N)CCC(=O)N1Cc1c(C)cc(C)cc1C
39) COc1cc(OC)nc(NC(C)=O)n1
entry no.	38	41	39
HTT cytoprotect	9%[10 µM]	20%	-2%
aGlu spleen mod	-1%	4%	-1%
GoLoco inh red	10%	-1%	1%
GAA inhib	-6%	-1%	-3%
GAA glycogen mod	8%	-5%	7%
HTT aggregate	-1%	1%	7%
IMPase Li inh	24%[38.3 µM]	-5%[38.3 µM]	1%[38.3 µM]

(next part)
43) CS(=O)(=O)N(CC(=O)NCc1ccccc1)Cc1ccc(Cl)cc1
44) O=C(c1cc(-c2ccccn2)nc2ccc(Cl)cc12)N1CCN(CCc2ccccc2)CC1
45) CCOc1ccc(C(=O)/C=C/c2cc(OC)c(OC)c(OC)c2)cc1
46) CCOC(=O)c1c(-c2ccc(F)cc2)csc1/N=C/N(C)C
47) COc1ccc(S(=O)(=O)N2CCCOC2CNC(=O)C(=O)NCCCn2ccnc2)cc1 (centres undefined)
48) CCCNC(=O)c1csc2c1CCCCC2
entry no.	43	44	45	46	47	48
HTT cytoprotect	-25%	32%[10 µM]	?	/	10%	-7%
aGlu spleen mod	7%	-14%	6%	10%	/	-14%
GoLoco inh red	11%	28%	9%	-8%	3%	2%
GAA inhib	0%	-1%	-6%	-6%	-5%	0%
GAA glycogen mod	-3%	19%	1%	-7%	2%	0%
HTT aggregate	7%[9.22 µM]	2%	-5%[9.22 µM]	5%	8%	-9%
IMPase Li inh	25%[38.3 µM]	13%	6%	4%	-9%	12%[38.3 µM]

Not all compounds are listed (hit frequency here may not be typical).
